Screening results from PubChem BioAssay.
TRPC4 agonist = TRPC4 (mouse) channel activation. Q9QUQ5. HEK293 TRPC4beta/mu-opioid, Fluo4 calcium fluorescence; hits give high values. B-score at 10 µM. 0.49% of 310,000 active;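 active means B-score above 5 SD of library B-scores, and initial fluorescence ratio not above library mean plus 5 SD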;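 further: positive B-score marks a calcium rise read as TRPC4 activation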
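Test system: HEK293 cells stably co-expressing mouse TRPC4beta and mu-opioid receptor | Schedule: Fluo4 dye loading 45 min at room temperature, 110 s recording | Measured by: Kinetic Fluo4 calcium fluorescence, 5 s baseline at 1 Hz | Evaluation: B score of integrated ratio | Controls: Buffer (low) and maximal DAMGO (high)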
PolyA inh = blocks polyadenylation in yeast reporter cells; calls only at 12 µM; AID 1875; S. cerevisiae SKY197-pL101 polyadenylation reporter, beta-gal luminescence; efflux-impaired pdr1/pdr3 knockout yeast; score 100 = 6 SD above DMSO; 0.02% of 300,000 active;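 active means lowest replicate activity score at least 50, where 100 means six control SD above control mean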;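 further: yeast exposed to compound for 9 h at 30 °C; higher score means more reporter readthrough which indicates perturbed polyadenylation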
Platelet DG rel = modulates dense granule release in human platelets; inhibition, %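 (compounds screened at 7.5 µM in platelet-rich plasma)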; 0.22% of 300,000 active; human platelet-rich plasma, SFLLRN dense granule ATP release, luminescence; AID 1663;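 active means mean replicate score, as percent of positive control, at or above 50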
Dyrk1A ADPGlo = inhibitors of rat Dyrk1A kinase; ADP-Glo luminescence, NFATc1 peptide; Q63470; inhibition, % at 12.5 µM; 0.43% of 310,000 active; AID 504441; in the data active means inhibition above about 50%;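 further: plate controls were vehicle with enzyme for no effect and no enzyme for full effect; many of its hits are not listed in these tables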
KCNQ1 pot = human KCNQ1 channel potentiation or activation; P51787; CHO-K1 KCNQ1, thallium flux FluxOR fluorescence; hits give high values; B-score at 10 µM; 0.35% of 310,000 active;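 active means fluorescence ratio B-score, a plate-corrected score, at least three library SD, with initial intensity B-score within 5 SD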
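System: Stable KCNQ1 CHO-K1 line | Incubation: 90 min dye loading and 20 min compound exposure, both at room temperature | Measure: Ratio B score | Medium: Assay buffer for compound exposure, DMSO matched across wells | Compound dosing: Single-concentration screen | Probe or stimulus: K+/Tl+ depolarizing stimulus | Measured by: Kinetic FluxOR fluorescence, 10 s baseline plus 110 s post-stimulus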
TRPC4 potent = allosterically enhances the mouse TRPC4 cation channel; Q9QUQ5; B-score at 10 µM; 0.42% of 310,000 active; AID 2227; HEK293 TRPC4beta/mu-opioid, DAMGO EC20, Fluo-4 Ca2+ flux; hits give high values;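 active means B-score of calcium response area above 5 SD of library B-scores, with initial fluorescence ratio within 5 SD of library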;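 further: B-score of integrated fluorescence ratio over time as area under calcium response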
KCNQ1 inh = human KCNQ1 channel inhibition; P51787; CHO-K1 KCNQ1, FluxOR thallium flux fluorescence; hits give high values; B-score at 10 µM; 1.3% of 310,000 active;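 active means compounds whose thallium flux B-score, printed positive for inhibition, exceeds three library SD while starting fluorescence stays within three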;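 further: channel opened by potassium depolarization with thallium stimulus after 20 min compound exposure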
KCNK3 block = human KCNK3 channel inhibition, primary screen | O14649 | CHO-KCNK3 thallium flux, FluxOR fluorescence; hits give low values | 0.84% of 340,000 active | B-score at 10 µM;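 active means B-score under library mean minus 4 SD, starting fluorescence ratio at most library mean plus 5 SD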;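 further: more negative B-score means stronger inhibition of thallium flux through KCNK3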
Target sequence (O14649 whole entry, looked up): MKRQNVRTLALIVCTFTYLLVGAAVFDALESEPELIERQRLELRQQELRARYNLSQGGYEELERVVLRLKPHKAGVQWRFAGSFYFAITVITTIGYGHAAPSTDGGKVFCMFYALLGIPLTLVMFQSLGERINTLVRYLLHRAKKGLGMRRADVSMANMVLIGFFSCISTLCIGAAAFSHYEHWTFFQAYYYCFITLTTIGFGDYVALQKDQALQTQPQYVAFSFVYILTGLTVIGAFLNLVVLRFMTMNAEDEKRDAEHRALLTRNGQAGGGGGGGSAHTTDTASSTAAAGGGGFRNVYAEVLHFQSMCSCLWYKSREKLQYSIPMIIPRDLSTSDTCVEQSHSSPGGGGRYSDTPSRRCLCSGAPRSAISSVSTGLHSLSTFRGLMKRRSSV
TRPC4 inh = TRPC4 (mouse) channel inhibition; Q9QUQ5; HEK293 TRPC4beta/mu-opioid, DAMGO-evoked Fluo4 calcium flux; hits give low values; B-score at 10 µM; 0.39% of 300,000 active;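 active means B-score over 3 SD under the library average, no early fluorescence shift, positive overall ratio signal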
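Assay system: TRPC4beta/mu-opioid receptor HEK293 cell line; compound dosing: single concentration per test compound; detection: Fluo4 Ca2+ flux fluorescence; evaluation: per-well B score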
hERG protect = shields human hERG channel from block by proarrhythmic agents; CHO-hERG, FluxOR thallium flux, dofetilide IC70 present; AID 1511; 0.51% of 310,000 active; activation (rescue from dofetilide block), less the hit threshold, % at 10 µM;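 active means activation above the mean of controls blocked by dofetilide plus 5 SD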;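 further: thallium influx through hERG after potassium depolarization seen as dye fluorescence rise; in these data hits start at about 4.7%; inactives centre near -7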
KCNK9 inh = inhibitors of human KCNK9 two-pore domain potassium channel | HEK293 KCNK9, FluxOR thallium flux fluorescence; hits give low values | B-score at 10 µM | 1.2% of 310,000 active;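 active means ratio B-score over 3 SD below the library mean, with starting fluorescence within 5 SD of its mean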;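 further: negative B-score means less thallium flux so channel inhibition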
Target sequence (Q9NPC2 whole entry, looked up, the tested form may be a part): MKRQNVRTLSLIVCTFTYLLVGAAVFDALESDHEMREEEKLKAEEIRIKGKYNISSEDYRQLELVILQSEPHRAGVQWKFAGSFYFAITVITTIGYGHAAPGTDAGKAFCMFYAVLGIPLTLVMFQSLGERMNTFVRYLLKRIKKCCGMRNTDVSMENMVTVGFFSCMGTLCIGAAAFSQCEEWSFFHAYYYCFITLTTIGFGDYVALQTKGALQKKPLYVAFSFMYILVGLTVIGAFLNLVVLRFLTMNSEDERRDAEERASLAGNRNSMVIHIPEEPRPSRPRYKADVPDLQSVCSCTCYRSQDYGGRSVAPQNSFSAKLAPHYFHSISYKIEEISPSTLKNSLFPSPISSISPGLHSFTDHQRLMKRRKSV
* hit, by the source's call; i = inactive; x = not tested or not shown. This is a subset, so the mix of outcomes need not match the whole.

SMILES	TRPC4 agonist	PolyA inh	Platelet DG rel	Dyrk1A ADPGlo	KCNQ1 pot	TRPC4 potent	KCNQ1 inh	KCNK3 block	TRPC4 inh	hERG protect	KCNK9 inh
COc1ccccc1C(CNc1ncnc2sc(C)c(C)c12)N(C)C (configuration not stated)	i	i	2	0	i	i	i	i	i	-15	i
Cc1cc(C)c(NC(=O)c2cc(S(=O)(=O)N3CCOCC3)ccc2F)c(C)c1	i	i	-2	x	i	i	i	i	i	-5	i
Cc1c(C(=O)NC2CCS(=O)(=O)C2)oc2ccccc12 (configuration not stated)	i	i	-5	-3	i	i	i	i	i	-5	i
CCN(CC(=O)NC(=O)NCc1ccco1)Cc1ccccc1	i	i	-12	2	i	i	i	i	i	-14	i
Cc1ccc(S(=O)(=O)c2cc(C)cc(S(=O)(=O)Nc3ccc(C(=O)O)cc3)c2C)cc1	i	x	1	3	i	i	i	i	i	-8	i
O=C(NCc1ccc(F)cc1)Nc1cccc(Cl)c1	i	i	-1	7	i	i	i	i	i	-12	i
O=C(Nc1cccc(NC(=O)c2cccnc2Cl)c1)c1ccco1	i	i	112*	13	i	i	i	i	i	-8	i
CCCCCc1ccc(-c2cn(Cc3ccc([N+](=O)[O-])cc3)nn2)cc1	i	i	-3	36	i	i	i	i	i	-7	i
O=C(CN1CCN(c2ccccc2)CC1)N/N=C/c1cccc(F)c1	i	i	-11	-5	i	i	i	i	i	-6	i
CC1Cc2ccccc2N1CC(=O)Nc1cccc(S(N)(=O)=O)c1 (configuration not stated)	i	i	-1	x	i	i	i	i	i	4	i
Cn1nccc1C(=O)N1CCc2c([nH]c3ccccc23)C1c1ccc(F)cc1 (configuration not stated)	i	i	9	0	i	i	i	i	i	-14	i
CC1CCCCN1C(=O)CSc1nnc(-c2cccnc2)n1C1CCCCC1 (configuration not stated)	i	i	7	0	i	i	i	i	i	-7	i
CS(=O)(=O)N1CCN(C(=O)c2cc(-c3cccnc3)nc3ccc(Br)cc23)CC1	i	i	-2	-5	i	i	i	i	i	-13	i
CCOC(=O)c1c(C)n(C)c2ccc(O)c(CN3CCN(C)CC3)c12	i	i	-9	7	i	i	i	i	i	-7	i
COC(=O)c1ccc(NC(=O)c2snnc2-c2ccccc2)cc1	i	i	-2	6	i	i	i	i	i	-14	i
COCC(C)n1c(C)cc(C(=O)COC(=O)c2ccc(N3CCCC3=O)cc2)c1C (configuration not stated)	i	i	3	4	i	i	i	i	i	-1	i
NC(=O)c1ccc(NS(=O)(=O)c2ccccc2F)cc1	i	i	-4	-1	i	i	i	i	i	-8	i
COc1cc(/C=C/c2nc(N)nc(-c3ccccc3O)n2)cc(OC)c1OC	i	i	-1	-5	i	i	i	i	i	-13	-7.7*
CCCS(=O)(=O)c1nc(S(=O)(=O)c2ccc(C)cc2)c(N2CC(C)OC(C)C2)s1 (configuration not stated)	i	i	18	-4	i	i	i	i	i	-5	i
CC(Sc1nnc(Cc2ccc3c(c2)OCO3)o1)C(N)=O (configuration not stated)	i	i	-6	-4	i	i	i	i	i	3	i
CCc1ccc(NC(=O)C(C)Oc2nnc(-c3cccs3)c(-c3cccs3)n2)cc1 (configuration not stated)	i	i	3	0	i	i	i	i	i	-11	i
COc1ccccc1OCC(=O)Nc1nnc(C2CCCC2)s1	i	i	3	3	i	i	i	i	i	-11	i
Cc1cccc(N2CCN(C(C)C(=O)N3CCc4ccccc43)CC2)c1C (configuration not stated)	i	i	6	x	i	i	i	i	i	-8	i
Cn1nc(C(=O)N2CCOCC2)c2ccccc2c1=O	i	i	-3	1	i	i	i	i	i	-11	i
CCOC(=O)CSc1nnc(Cn2nnc(-c3ccccc3)n2)n1CC	i	i	1	-5	i	i	i	i	i	-10	i
C/C(=N/OC(=O)c1cccc(C(F)(F)F)c1)c1cnccn1	i	i	16	1	i	i	i	i	i	-6	i
COc1nccnc1NS(=O)(=O)c1ccc(NC(=S)NC(=O)/C=C/c2ccccc2)cc1	i	i	-5	-1	i	i	i	i	i	-4	i
O=[N+]([O-])c1ccc(OCC(O)CN(CCO)CCO)cc1 (configuration not stated)	i	i	-9	4	i	i	i	i	i	-6	i
COc1cc(C(=O)Nc2ccc(S(=O)(=O)N(C)c3ccccc3)cc2)cc(OC)c1OC	i	i	-13	0	i	i	i	i	i	-7	i
O=C(Cc1c(F)cccc1Cl)NCc1cccnc1	i	i	6	12	i	i	i	i	i	-6	i
O=c1sc(/C=N/Nc2ccccc2)c(Cl)n1Cc1ccccc1	i	i	6	1	i	i	i	i	i	-7	i
Cc1ccc2cccc(OCCCOc3ccccc3CO)c2n1	i	i	-30	11	i	i	i	i	i	-14	i
Cc1ccc2oc(=O)c3cc(C(=O)N4CCN(C)CC4)sc3c2c1	i	i	1	1	i	i	i	i	i	-6	i
Cc1nc2ncnn2c(N2CCC(C(=O)NC3CCCC3)CC2)c1Cc1ccccc1	i	i	2	1	i	i	i	i	i	-14	i
COc1ccc(OC)c(Nc2nc3nonc3nc2N2CCCCC2)c1	i	i	24	6	i	i	i	i	i	-8	i
Cn1c(=O)c2c(ncn2CCC(=O)N/N=C/c2ccncc2)n(C)c1=O	i	i	3	4	i	i	i	i	i	-1	i
COCCN(C(=O)C1CCC1)c1nnc(-c2cccnc2)s1	i	i	8	4	i	i	i	i	i	-4	i
N#C/C(=C\c1ccc([N+](=O)[O-])cc1)C(=O)NCCCn1ccnc1	i	i	20	-8	i	i	i	i	i	-16	i
Cc1cc(C)n(C(=O)/C(C#N)=C/N(C)C)n1	i	i	0	-1	i	i	i	i	i	-6	i
Cc1ccc(-n2ncc3c2ncn2nc(-c4ccco4)nc32)c(C)c1	i	i	-5	10	i	i	i	i	i	-5	i
COC(=O)Cc1nc(Nc2ccccc2)sc1C	i	i	-3	x	i	i	7*	i	i	-12	i
CCOC(=O)c1cnc(-c2ccccc2)nc1C(F)(F)F	i	i	22	x	i	i	i	i	i	-17	i
COc1ccc(C(C)(C)C)cc1NC(=O)c1ccoc1C	i	i	-2	-3	i	i	i	i	i	-26	i
CCOc1ccc(OCCCC(=O)N2CCN(S(=O)(=O)c3ccc(Cl)cc3)CC2)cc1	i	i	-9	7	i	i	i	i	i	-12	i
CCN(C(=O)Cn1nc(C(=O)O)c2ccccc2c1=O)C1CCCCC1	i	i	7	2	i	i	i	i	i	-7	i
O=C(NCc1cccs1)c1ccc(CS(=O)Cc2cccc(Cl)c2)o1 (configuration not stated)	i	i	-2	5	i	i	i	i	i	-4	i
Cc1nonc1C(=O)N/N=C/c1ccncc1	i	i	17	3	i	i	i	i	i	-3	i
CCOc1ccccc1-c1n[nH]c(=S)o1	i	i	0	6	i	i	i	i	i	-9	i
CCN(CC)C(=O)CN(c1cccc([N+](=O)[O-])c1)S(=O)(=O)c1ccccc1	i	i	0	1	i	i	i	i	i	-4	i
COc1ccccc1OCC(=O)NCCCn1ccnc1	i	i	11	-44	i	i	i	i	i	-1	i
Cc1ccc2c(c1C)OC(=O)CC2(C)C	i	i	9	9	i	i	i	i	i	-6	i
Cc1ccc(C(=O)N2CCN(S(=O)(=O)N3CCOCC3)CC2)cc1	i	i	0	-4	i	i	i	i	i	-7	i
O=C(Oc1ccccc1)c1ccc(-n2cnnn2)cc1	i	i	-1	x	i	i	i	i	i	-13	i
CCn1c(C)nnc1SCC(=O)NC1CCCC1	i	i	0	1	i	i	i	i	i	-3	i
CCc1nc(SCC(=O)N2CCc3cc(OC)c(OC)cc3C2)c(C#N)cc1C	i	i	1	1	i	i	i	i	i	-8	i
Cc1cc(NC(=O)CCC(=O)N(CCC(C)C)CC(=O)NCC2CCCO2)no1 (configuration not stated)	i	i	-1	-15	i	i	i	i	i	-8	i
N#Cc1c(Cn2cncn2)nc(=O)n(-c2ccccc2)c1N	i	i	-3	1	i	i	i	i	i	-8	i
C=CCn1c(SCc2ccc(OC)cc2)nnc1-c1cccnc1	i	i	-5	6	i	i	i	i	i	-10	i
CC(=O)Nc1ccc(NC(=O)C(C)OC(=O)C(C)SCC(=O)Nc2ccc(C)cc2)cc1 (configuration not stated)	i	i	4	4	i	i	i	i	i	-18	i
CC(/C=N/NC(=O)c1ccc(CN2c3cccc4cccc(c34)S2(=O)=O)cc1)c1ccccc1 (configuration not stated)	i	i	-4	4	i	i	i	i	i	-5	i
Remaining list, next part:
SMILES	TRPC4 agonist	PolyA inh	Platelet DG rel	Dyrk1A ADPGlo	KCNQ1 pot	TRPC4 potent	KCNQ1 inh	KCNK3 block	TRPC4 inh	hERG protect	KCNK9 inh
COc1ccc2nc(N3CCCC(C(=O)NCCCN4CCN(C)CC4)C3)sc2c1 (configuration not stated)	i	i	8	1	i	i	i	i	i	-14	i
CCCCCNC(=O)C(C#N)c1nc2ccccc2nc1N1CCCC1 (configuration not stated)	i	i	5	2	i	i	7*	i	i	-13	i
COc1cc(C(=O)N/C(=C\c2cn(C)c3ccccc23)C(=O)NCCCn2ccnc2)cc(OC)c1OC	i	i	6	x	i	i	i	i	i	-4	i
CCCc1cc(=O)[nH]c(SCC(=O)Nc2cc3c(cc2C(C)=O)OCO3)n1	i	i	-3	-5	i	i	i	i	i	-7	i
O=C(CSc1nnc(SCc2ccccc2)s1)NNC(=S)Nc1ccccc1	i	i	-1	1	i	i	i	i	i	-2	i
NC1=NC[C@H](c2ccccc2)N1CCc1cccc(F)c1	i	i	-8	1	i	i	i	i	i	-10	i
CN1CCN(c2ccc(CNS(=O)(=O)c3ccc(F)cc3Cl)cc2)CC1	i	i	9	-2	i	i	i	i	i	-6	i
Cc1cc(C(=O)N2CCN(C(=O)c3ccco3)CC2)ccc1[N+](=O)[O-]	i	i	-2	-5	i	i	i	i	i	-13	i
Cc1nn(CC(=O)NCCc2ccc(Cl)cc2)c(C)c1[N+](=O)[O-]	i	i	-7	1	i	i	i	i	i	-3	i

Three compounds picked at random from the list so far, as already listed:
SMILES	TRPC4 agonist	PolyA inh	Platelet DG rel	Dyrk1A ADPGlo	KCNQ1 pot	TRPC4 potent	KCNQ1 inh	KCNK3 block	TRPC4 inh	hERG protect	KCNK9 inh
O=C(CSc1nnc(SCc2ccccc2)s1)NNC(=S)Nc1ccccc1	i	i	-1	1	i	i	i	i	i	-2	i
CN1CCN(c2ccc(CNS(=O)(=O)c3ccc(F)cc3Cl)cc2)CC1	i	i	9	-2	i	i	i	i	i	-6	i
Cc1nn(CC(=O)NCCc2ccc(Cl)cc2)c(C)c1[N+](=O)[O-]	i	i	-7	1	i	i	i	i	i	-3	i
